# HIF-2a block – HIF-2a reporter inhibitors, primary screen, luminescence, 786-0 RCC cells; AID 624352, 2012; 786-0 RCC cells HIF-2a reporter, luciferase luminescence, overnight; actives 0.72% (n = 360,000); inhibition, % at 18.8 µM;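 active = inhibition of the luminescence signal of 40% or more relative to plate controls, in a single-dose primary screen at 18.75 µM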
# Shn3 3UTR inh – reduction of Shn3 3'UTR firefly luciferase signal, primary screen, Schnurri-3 inhibitor project, cell-based, Clone20 osteoblasts, set 2. Clone20 osteoblast Shn3 3'UTR firefly luciferase, 24 h. inhibition, % at 12.5 µM. actives 0.52% (n = 360,000);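 active = mean inhibition of at least 75% with every replicate also reaching 75%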;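 also: 0% = median of neutral control wells and 100% = pilot-screen positive control compound; some compounds past the cut are filed as inactive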
# TROY NFkB inh – inhibitors of TROY-driven NF-kB signaling, primary screen, Q293 LMP1-TROYcd cells, NF-kB luciferase, uHTS; Q293 LMP1-TROYcd NF-kB luciferase reporter, 4 h; inhibition, % at 10 µM; actives 0.98% (n = 360,000); AID 1347056, 2019;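 active = compounds whose plate-normalised and pattern-corrected inhibition of the luciferase reporter signal at the single screening dose is 50% or more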
# KKLEB tox – cytotoxicity in KKLEB CF airway cells, primary screen, cytotoxicity control for CF NF-kB inhibitor project, cell-based, uHTS, fluorescence assay plates. KKLEB CF airway cells viability, ATPlite luminescence, overnight; hits give low values; cells stimulated with P. aeruginosa culture filtrate. actives 0.36% (n = 360,000). activity change (cytotoxicity), % at 5 µM;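 active = corrected activity change at or below -50% at 5 µM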
# TRPM1 prom inh – inhibitors of MITF-dependent TRPM1 promoter reporter, primary screen, cell-based, SK-MEL-5, single point, luciferase; SK-MEL-5 TRPM1 promoter luciferase, 24 h; inhibition, % at 12.5 µM; actives 0.83% (n = 330,000);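 active = mean inhibition across replicates of 60% or more, whatever share of single replicates reaches that level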; also: values of inactives mirror those of a sister screen read the other way
# NR2E3 ag-1 – NR2E3 agonists in two-hybrid cells, primary screen, cell-based, luminescence, CHO-S, Gal4-NCOR/VP16-NR2E3. luciferase. inhibition of corepressor binding, % at 3.98 µM. actives 0.35% (n = 360,000). Photoreceptor-specific nuclear receptor (Homo sapiens), Q9Y5X4. AID 602229, 2012;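 active = inhibition above the mean of all tested compounds plus 3 SD, cut at about 70% in these data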;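 also: 0% = DMSO with NR2E3 transfected cells and 100% = cells lacking NR2E3 construct; higher means lower luciferase signal from less NR2E3 corepressor binding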
# Target sequence (Q9Y5X4 whole entry, looked up, the tested form may be a part): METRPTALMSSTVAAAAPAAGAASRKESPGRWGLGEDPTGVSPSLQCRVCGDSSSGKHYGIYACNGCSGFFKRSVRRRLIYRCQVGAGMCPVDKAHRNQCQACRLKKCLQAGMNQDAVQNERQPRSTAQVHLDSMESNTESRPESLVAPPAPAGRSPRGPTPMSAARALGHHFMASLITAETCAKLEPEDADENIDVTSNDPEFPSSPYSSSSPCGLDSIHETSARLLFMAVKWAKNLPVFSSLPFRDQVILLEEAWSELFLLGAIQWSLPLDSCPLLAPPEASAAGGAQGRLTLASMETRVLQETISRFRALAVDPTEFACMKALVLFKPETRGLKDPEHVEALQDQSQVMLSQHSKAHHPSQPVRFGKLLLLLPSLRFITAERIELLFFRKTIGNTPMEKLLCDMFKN
# TRAIL sens C8 – viability loss with TRAIL in NB7+C8 cells, primary screen, TRAIL sensitizer project, cell-based, ATPlite luminescence; inhibition (viability loss, TRAIL sensitization), % at 10 µM; actives 1% (n = 360,000); AID 624354, 2012;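 active = compounds causing at least 50% loss of cell viability in the single-dose screen, relative to plate controls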
# Peg3 prom inh – Peg3 promoter-driven luciferase inhibitors, primary screen, cell-based, HeLa, luciferase luminescence; HeLa PEG-Prom luciferase reporter, overnight; inhibition, % at 20 µM; actives 1.7% (n = 360,000); AID 588405, 2011;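 active = inhibition of at least 50% at 20 µM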
# CF NFkB inh – inhibitors of PAF-induced NF-kB signaling, primary screen, cell-based, GFP fluorescence, uHTS. actives 0.86% (n = 360,000). inhibition, % at 5 µM. KKLEB NF-kB-GFP reporter, GFP fluorescence overnight. AID 588850, 2011;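 active = at least 50% inhibition at 5 µM, scaled per plate between neutral and stimulator controls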;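 also: PAF is a Pseudomonas aeruginosa culture filtrate used as stimulus; plate controls were PAF-stimulated DMSO wells for no effect and unstimulated DMSO wells for full effect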
# TWEAK-Fn14 inh – inhibitors of TWEAK-Fn14 signaling, primary screen, luciferase reporter cells, uHTS. AID 1159606, 2016. inhibition, % at 10 µM. TWEAK-stimulated Fn14 reporter cells, luciferase luminescence, 8 h. actives 2% (n = 360,000); in the data active = inhibition above about 50%
# NR2E3 ag-2 – inhibitors of NR2E3-RetCOR corepressor binding, primary screen, NR2E3 agonist project, biochemical, TR-FRET, GST-NR2E3, biotin-RetCOR | AID 2300, 2010 | actives 0.12% (n = 320,000) | inhibition of corepressor binding, % at 4.78 µM | Photoreceptor-specific nuclear receptor (Homo sapiens), Q9Y5X4 | 1536-well;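 active = percent inhibition above the cutoff of mean plus 3 SD of all tested compounds, set per screening campaign, cut at about 20% in these data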;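 also: 0% = DMSO wells and 100% = biotin wells as full block of FRET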
#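 System: GST-tagged NR2E3 plus biotinylated RetCOR corepressor; Amount: 1.35 nM GST-tagged NR2E3 final; Dosing: single nominal compound dose of 4.8 µM; Schedule: 5 h incubation at 4 °C; Technique: TR-FRET with europium anti-GST and streptavidin-D2, 340 nm excitation; Controls: biotin wells as high control, 0.6% DMSO wells as low control.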
# * hit, by the source's call; . = not tested or not shown. This is a subset, so the mix of outcomes need not match the whole.
SMILES,HIF-2a block,Shn3 3UTR inh,TROY NFkB inh,KKLEB tox,TRPM1 prom inh,NR2E3 ag-1,TRAIL sens C8,Peg3 prom inh,CF NFkB inh,TWEAK-Fn14 inh,NR2E3 ag-2
O=C(Cn1nnc2ccccc2c1=O)Nc1cccc(S(=O)(=O)N2CCOCC2)c1,6.8,-6.0,-25.9,0.5,9.2,-6.4,-7.5,21.6,2.8,-2.2,-5.1
COCc1c(C(=O)NCC2COc3ccccc3O2)oc2ccccc12 (configuration not stated),-4.0,-0.2,-18.8,11.2,0.8,8.0,0.9,-3.5,-10.1,-4.7,-3.3
CC(C)c1cc(C(=O)Nc2cccc(C(F)(F)F)c2)no1,-137.7,-15.8,-40.2,3.2,-39.6,2.9,-3.0,-73.9,-4.8,-14.5,0.5
C=CCC[C@H](Cc1ccc(F)cc1)C(=O)OC[C@H](C)NC(=O)[C@H](CC=C)CC(=O)NCCO,11.7,11.4,-11.2,7.5,-2.6,13.7,1.4,0.6,-12.0,-6.5,.
O=C(CN1C(=O)NC2(CCc3ccccc32)C1=O)c1ccccc1 (configuration not stated),4.5,4.5,6.1,-7.3,-2.4,-17.6,-1.2,0.2,-10.9,-10.4,3.5
COc1cc(C(C(=O)NC2CCCCC2)N(C(=O)Cc2c[nH]c3ccccc23)c2ccccc2C)cc(OC)c1OC (configuration not stated),12.8,-1.7,26.3,-1.8,-8.3,-22.1,2.5,29.8,15.9,12.6,-1.2
COc1ccc(Cl)cc1NC(=O)CSc1nc(-c2ccccc2)cc(=O)[nH]1,7.4,6.8,16.6,-6.9,15.3,-3.7,6.9,21.5,9.8,7.8,-1.3
CCC(C)NC(=O)C1CCN(S(=O)(=O)c2cccc3cccnc23)CC1 (configuration not stated),24.3,-0.5,1.2,11.3,7.8,-22.8,-9.2,0.7,8.5,-11.7,-0.3
Cc1cc(C)cc(NC(=O)Nc2ccc(S(=O)(=O)Nc3cc(C)on3)cc2)c1,11.3,11.6,6.8,0.3,1.2,-1.2,14.4,0.9,-2.1,6.2,0.8
FC(F)(F)c1cccc(N2CCN(c3ccc4nnc(-c5ccccc5)n4n3)CC2)c1,-12.7,23.7,-8.9,-3.8,-8.7,2.2,-9.6,18.9,-6.6,-28.0,3.5
CCC(C)Sc1ccc(-c2nc3ccc(C)cn3c2NCc2ccccc2)cc1OC (configuration not stated),-199.6,45.2,-40.2,-25.6,-10.8,-3.7,21.8,87.8*,30.2,-5.5,4.5
O=C(COC(=O)c1cccnc1)c1ccc(Cl)cc1,-3.1,-9.1,0.5,-3.9,-0.1,-13.3,-9.3,8.5,-6.7,-5.0,1.6
COc1cc2cc(CN(CCCO)S(=O)(=O)c3ccccc3Cl)c(=O)[nH]c2cc1OC,3.3,2.8,2.4,-2.4,12.2,-18.5,2.7,10.2,6.9,-5.1,1.4
COc1cccc2sc(=NC(=O)CS(=O)(=O)c3ccc(Cl)cc3)n(C)c12,-13.5,88.2*,0.2,-1.2,5.4,12.7,-8.6,18.8,-10.5,9.4,3.1
COc1ccc(C(=O)NNC2=CC(=O)CC(C)(C)C2)cc1,12.4,-16.6,-21.9,10.0,-11.9,1.8,8.9,5.5,-0.1,5.9,0.3
CC1CC(=O)c2cnc(Nc3cccc(C(F)(F)F)c3)nc2C1 (configuration not stated),-144.5,-46.8,-24.9,2.9,-48.8,-3.1,-23.7,-140.5,17.9,-55.0,3.7
COC(=O)c1ccc(N2CCS(=O)(=O)CC2)cc1,9.2,25.6,-7.8,4.2,-3.7,-12.3,-6.9,10.5,-0.2,-13.8,0.7
O=C(CSc1nnnn1-c1cccnc1)Nc1cccc(Cl)c1,4.2,-6.5,1.7,-16.3,-2.3,-22.5,-0.4,12.1,4.8,20.0,0.6
O=C(COC(=O)c1ccc([N+](=O)[O-])cc1Cl)NCc1ccco1,0.7,2.5,-17.5,-3.3,11.1,-21.5,-3.7,6.4,10.1,3.2,2.6
COc1ccc(CCC(=O)NCCS(=O)(=O)N2CCN(c3ccc(F)cc3)CC2)cc1,25.0,6.1,8.8,7.9,7.5,21.3,16.2,10.0,-7.4,15.4,-1.1
Cc1cc(NC(=O)CSCC(=O)N(c2ccc(F)cc2)C(C(=O)NC2CCCCC2)c2ccc(O)c(O)c2)no1 (configuration not stated),10.1,4.0,4.8,-4.5,14.2,8.3,17.7,21.6,-14.0,-3.2,-2.2
CCOC(=O)c1ccccc1N1C(=O)CSC1=S,18.7,5.9,40.0,-13.4,2.5,-9.9,-5.3,5.8,19.7,17.3,3.0
CCCN1CN(Cc2ccco2)c2nc3ccccc3n2C1,-54.2,-24.8,-37.2,-2.9,-20.9,-37.4,-3.8,-61.1,16.5,10.1,-1.6
CCCNC(=O)C1CC(=O)N(c2ccc(OCc3ccccc3)cc2)C1 (configuration not stated),-137.3,-36.4,-17.3,1.8,.,-95.7,13.5,-141.6,-11.5,10.5,.
Cc1cc(C)c(C)c(OCCCCN2CCCCC2)c1,22.8,-4.3,8.1,-10.6,2.3,14.7,0.2,-1.5,-0.3,-5.9,1.4
Cc1ccc(NC(=O)CN2CCN(Cc3ccccc3)CC2)cc1F,9.3,1.3,0.4,7.0,2.7,22.9,4.7,10.7,-10.2,28.5,2.4
Cc1nc(-c2cccc(Br)c2)ccc1C(=O)O,-1.9,-6.2,7.7,3.0,0.8,-2.8,-8.5,9.2,-11.6,-24.2,7.1
O=C(NC1CCCCC1)c1ccc(Cn2cc(Cl)cn2)cc1,-15.4,15.8,5.1,-6.7,9.0,-8.7,3.4,-22.5,5.3,-2.9,1.2
Cc1ccc(OCc2nnc(SCC(=O)O)n2-c2ccccc2)cc1,11.7,2.6,3.7,10.2,-3.3,-15.0,8.3,2.4,-11.3,-8.2,-0.3
CCCCN(C(=O)CC1CCCC1)c1c(N)n(Cc2ccccc2)c(=O)[nH]c1=O,18.1,23.0,-10.3,-14.3,.,-0.9,8.9,16.3,27.1,12.1,.
O=C(NCCc1ccccc1)c1ccc(=O)oc1,9.7,2.6,-7.5,-2.7,3.9,-27.9,-7.7,1.1,-1.7,-19.2,5.5
COc1cc(/C=N/NC(=O)c2ccc(COc3cc(C)ccc3C(C)C)cc2)cc(OC)c1O,69.0*,10.3,9.0,2.4,21.9,-93.5,17.0,-69.8,-3.6,33.0,1.3
COc1ccc(C(=O)Cc2cnn(-c3ccccc3)c2)c(O)c1,-295.7,-50.8,-15.9,-0.8,-75.1,-91.2,11.6,-276.1,9.7,-1.6,0.8
O=C1CCCC2=C1C(c1ccc3c(c1)OCO3)c1c([nH]n(-c3ccccc3)c1=O)N2 (configuration not stated),10.6,-17.9,-6.8,8.8,16.6,2.3,2.2,-7.3,8.2,-3.1,-3.0
Cc1ccc(NC(=O)C(C)N2CCCc3ccccc32)cc1S(=O)(=O)N1CCOCC1 (configuration not stated),-119.6,-109.6,-38.8,12.8,.,-5.3,-1.3,-112.9,-2.9,-25.5,.
Cc1ccc(S(=O)(=O)N2CCCC2C(=O)OCC(=O)Nc2ccc3c(c2)OCO3)cc1 (configuration not stated),10.4,3.7,-20.2,2.2,-1.4,-17.8,15.4,1.6,-5.4,-27.5,1.1
Cc1ccc(CS(=O)Cc2ccc(C(=O)NCc3ccccc3Cl)o2)cc1 (configuration not stated),12.5,12.7,-15.1,7.8,2.2,-4.0,12.9,11.7,-3.8,-4.7,-4.3
Cc1nc2ncnn2c(C)c1CCC(=O)N1CCN(Cc2ccccc2)CC1,13.8,11.7,-14.0,5.2,-1.2,-0.8,-6.2,12.6,-2.0,5.7,4.9
C/C(=N\NC(=O)C(C)Oc1ccc([N+](=O)[O-])cc1)c1ccccn1 (configuration not stated),-17.1,82.8*,3.6,-9.2,83.1*,-16.0,16.7,44.2,0.7,19.1,1.7
CCOc1cc(/C=N/Nc2nncc(-c3ccccc3)n2)ccc1O,-5.5,-8.1,0.4,-35.7,-31.6,-2.2,-1.6,-2.4,-13.4,11.0,-3.0
CCN(CC)CCNC(=O)C(=O)NCC1OCCN1S(=O)(=O)c1ccc2c(c1)OCCO2 (configuration not stated),5.1,10.2,-16.5,-1.1,0.2,9.9,-6.5,9.2,4.0,-9.3,5.7
O=[N+]([O-])c1ccccc1OCCCN1CCOCC1,-27.3,-10.1,-10.5,4.8,-12.3,6.1,-1.3,-21.2,1.5,1.6,2.4
Cc1csc(NC(=O)CSc2nnc(-c3ccccc3)o2)n1,-125.8,-40.0,-41.2,-9.5,-35.6,-134.9,6.3,-163.9,1.6,27.4,1.0
COc1ccccc1NC(=O)CCN1CCCCCC1,9.9,14.4,-4.7,2.3,-9.1,-14.0,8.3,4.8,-1.7,1.9,1.5
COc1ccc(N2CCN(C(=O)c3cccc(S(=O)(=O)N4CCOCC4)c3)CC2)cc1,12.8,-3.5,8.4,-4.2,-0.1,-16.2,-11.8,4.9,2.8,2.7,1.8
CCN(CC)CCn1c(NC(=O)c2ccccc2O)nc2ccccc21,-107.2,-15.5,-44.7,3.3,-0.2,-23.1,21.4,-22.2,-14.7,-16.2,0.3
COc1cccc(CNS(=O)(=O)c2ccc3c(c2)N(C)CCO3)c1,8.3,19.1,-2.2,-4.5,-0.3,-22.4,-4.7,-2.8,-10.5,7.8,5.3
CC(C)c1nnc(SCC(=O)N2CCOCC2)n1C,12.1,16.8,1.9,-4.5,-0.6,1.1,18.1,-4.3,-0.1,-17.1,1.8
COC(=O)c1ccc(-n2nnnc2SCC(=O)NCc2cccc(C(=O)O)c2)cc1,15.2,-13.2,6.6,5.2,0.4,-12.9,1.9,6.8,-3.1,0.2,0.3
COC(=O)c1ccc(OC)c(CSc2nnc(COc3cccc(C)c3)o2)c1,4.1,9.4,5.5,0.0,-9.3,-6.3,-1.5,19.7,4.8,4.0,-2.6
Cn1c(CNC(=O)Nc2ccccc2)nnc1SCc1ccccc1,-32.5,6.9,-9.0,1.9,-7.7,-10.4,5.9,-12.7,12.8,-25.8,-0.9
Cc1cnc(NC(=O)c2c(Cl)cnn2C)s1,-36.0,-1.4,5.0,7.5,1.4,-24.0,1.5,-4.3,7.1,7.0,-0.2

# From PubChem
